# Screens from PubChem.
# PERK inh: human PERK inhibition, primary cell-based screen | Q9NZJ5 | CHO PERK-DD fusion, SEAP luminescence translation reporter | inhibition, % at 5.6 µM | 0.17% of 220,000 active;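 active = inhibition above the mean inhibition of all tested compounds plus 3 SD, set separately per screening campaign, cut at about 2.9% in these data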;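 note: PERK kinase domain activated by AP20187 dimerizer at 100 nM; 0% = DMSO with dimerizer and 100% = rapamycin at 8.4 µM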
# Wee1 stabilizer: human Wee1 degradation inhibition, primary screen; HeLa Luc-Wee1K328M stability, luciferase luminescence; 100% = proteasome inhibitor MG132 effect; 1.2% of 220,000 active; AID 1321; reporter increase, % at 5 µM;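 active = activation above the mean of all tested compounds plus 3 SD, set per screening run, cut at about 8.8% in these data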;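 note: cells exposed to compound for 20 h before luminescence read; 0% = DMSO alone and 100% = MG132 at 30 µM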
# p97 inhibitor: inhibitors of human p97 ATPase. P55072. 0.42% of 220,000 active. recombinant p97 ATPase, Kinase-Glo ATP luminescence, 3 h. AID 1481. inhibition, % at 8 µM; in the data active = inhibition above about 15%;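 note: 0% = DMSO vehicle and 100% = wells lacking enzyme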
# * hit, by the source's call. Only part of the results is shown; the hit share may differ from the screen's.
SMILES,PERK inh,Wee1 stabilizer,p97 inhibitor
CN1CCC(=C2c3ccccc3CCc3sccc32)CC1,-0.8,2.4,-3.9
